Screening results deposited in PubChem BioAssay by Sanford-Burnham Center for Chemical Genomics.
SIAH1 antagonists: Siah-1 peptide-binding antagonists, primary screen, biochemical, fluorescence polarization, rhodamine-plectin, uHTS (AID 1817); Siah-1 / rhodamine-plectin peptide fluorescence polarization; higher % means a stronger effect; actives 0.02% (n = 290,000); displacement, % at 20 µM; hits with a dose series show IC50 in µM;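 active means displacement of at least 50% at 20 µM, with a fluorescence ratio check between 0.3 and a set limit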;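 further: plate controls were Siah plus tracer with DMSO for no effect and tracer alone without Siah for full effect; strong numbers were not always called active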
KOR beta-arrestin-1: KOR agonists, beta-arrestin recruitment, primary screen, cell-based, luminescence, uHTS (AID 1777). KOR beta-arrestin recruitment, luminescence; higher % means a stronger effect. one-dose activation, % at 10 µM; EC50 in µM for titrated hits. actives 0.02% (n = 280,000); in the data active means activation above about 50%, passing the limit was not always enough; further: a part of the inactive calls stands beside numbers as strong as those of hits
GPR35 antagonists: GPR35 antagonists blocking zaprinast-driven arrestin recruitment, primary screen, imaging, U2OS, beta-arrestin-GFP, zaprinast agonist (AID 2058). U2OS GPR35 beta-arrestin-GFP translocation imaging, zaprinast antagonism; higher % means a stronger effect. one-dose inhibition, % at 10 µM; IC50 in µM for titrated hits. actives 0.052% (n = 290,000);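 active means inhibition of at least 50% with at least 30 cells and total cytoplasm GFP at most 10,000,000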
KOR beta-arrestin-2: KOR antagonists, beta-arrestin recruitment, cell-based, luminescence, uHTS (AID 1778); KOR beta-arrestin recruitment, luminescence, antagonist mode; higher % means a stronger effect; one-dose inhibition, % at 10 µM; IC50 in µM for titrated hits; actives 0.091% (n = 290,000); in the data active means inhibition above about 50%; further: strong numbers were not always called active
HIV fusion peptide: cell-free HIV fusion peptide-binding blockers – biochemical, uHTS, fluorescence dequenching, primary screen (AID 1986); actives 0.3% (n = 290,000); one-dose inhibition, % at 20 µM; IC50 in µM for titrated hits; cell-free peptide binding, fluorescence dequenching, 30 min; higher % means a stronger effect; in the data active means inhibition mostly above about 52%, no sharp cut-off; inactive means mostly below about 76%; further: some results filed as inactive read as strong as hits
GPR55 antagonists: GPR55 antagonists blocking LPI-driven arrestin recruitment, primary screen, imaging, U2OS, beta-arrestin-GFP, LPI agonist (AID 2013). actives 0.13% (n = 290,000). inhibition, % at 10 µM, or IC50 in µM where a hit was titrated. U2OS GPR55 beta-arrestin-GFP translocation imaging, LPI antagonism; higher % means a stronger effect;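 active means spots per cell inhibited over 60%, with over 100 cells counted and total cytoplasm intensity under 500,000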;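 further: U2OS cells stably carrying GPR55 and arrestin-GFP stimulated by 5 µM LPI near EC80; imaged beta-arrestin-GFP aggregate spots per cell after agonist stimulation; plate controls were LPI-stimulated DMSO wells for no effect and DMSO wells without LPI for full effect; some results filed as inactive read as strong as hits; confirmed hits need IC50 under 10 µM and bright autofluorescent wells are also inconclusive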
NOD1 NF-kB reporter: NOD1 signaling inhibitors, primary screen, cell-based, luminescence, uHTS (AID 1578). NOD1-driven NF-kB luciferase reporter cells, luminescence; higher % means a stronger effect. actives 1% (n = 290,000). inhibition, % at 4 µM, or EC50 in µM where a hit was titrated; in the data active means inhibition mostly above about 36%, no sharp cut-off; inactive means mostly below about 34%;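 further: HEK-293T reporter cells stimulated with the NOD1 agonist gamma-tri-DAP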
GPR55 beta-arrestin: selective activators of receptor GPR55 – imaging, U2OS cells, beta-arrestin-GFP redistribution, primary screen (AID 1961). activation, % at 10 µM, or EC50 in µM where a hit was titrated. U2OS GPR55 beta-arrestin-GFP redistribution imaging; higher % means a stronger effect. actives 0.048% (n = 290,000);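 active means activation above 40% with more than 50 cells counted in the well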;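 further: U2OS osteosarcoma cells stably expressing GPR55 and beta-arrestin-GFP; plate controls were DMSO negative control for no effect and LPI positive control for full effect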
AID2073: disruptors of CaV2.2 binding to Mint1 – biochemical, HTRF (AID 2073); HTRF protein-protein interaction, Mint1-CaV2.2; higher % means a stronger effect; inhibition, % at 20 µM, or IC50 in µM where a hit was titrated; actives 0.19% (n = 290,000); in the data active means inhibition mostly above about 51%, no sharp cut-off; further: some results filed as inactive read as strong as hits
Numbers without * were called inactive; . = not tested or not shown; [ ] = another dose, or the depositor's remark. This is a subset; rates above refer to the full screens.

SMILES	SIAH1 antagonists	KOR beta-arrestin-1	GPR35 antagonists	KOR beta-arrestin-2	HIV fusion peptide	GPR55 antagonists	NOD1 NF-kB reporter	GPR55 beta-arrestin	AID2073
CCCn1c(CN2CCN(C(=O)OCC)CC2)nc2cc(NC(=O)CC)ccc21	-4%	-2.3%	17%	-23%	-0.8%	-14%	7%	0.0%	27%
Cc1coc2cc3oc(=O)c(CC(=O)N[C@@H](CC(C)C)C(=O)O)c(C)c3cc12	3%	-1.0%	2%	-5%	-1.2%	11%	-6%	0.0%	7%
COc1ccccc1N(CC(=O)Nc1ccc(Cc2ccncc2)cc1)S(=O)(=O)c1ccccc1	-4%	0.0%	-9%	-1%	-0.4%	1%	18%	-0.1%	7%
O=c1nccc(N/N=C/c2ccccc2O)[nH]1	0%	-4.4%	-10%	39%	2.1%	10%	-10%	-0.1%	14%
NC(=O)C1CCN(C(=O)COc2ccc3c4c(c(=O)oc3c2)CCC4)CC1	-4%	-2.0%	11%	-54%[20 µM]	-1.8%	13%	-19%	-0.1%	10%
COc1ccc(/C=N\NC(=O)c2ccccc2F)cc1COc1ccc(F)cc1	0%	1.7%	-4%	-25%	13%	4%	-19%	0.0%	2%
Cc1ccc(NC(=O)C(C)OC(=O)CCNS(=O)(=O)c2ccc(C)cc2)cc1 (configuration not stated)	0%	5.5%	3%	.	3.0%	4%	-23%	-0.2%	-8%
COC(=O)CNS(=O)(=O)c1ccc(OC)cc1	1%	0.3%	10%	4%	-0.7%	-5%	40%	-0.1%	19%
COC(=O)CN1C(=S)N(c2ccc(F)cc2)C(=O)C1CC(=O)Nc1ccccc1 (configuration not stated)	2%	-6.3%	-10%	-22%[20 µM]	-0.3%	5%	-11%	-0.1%	2%
CC1CCCCN1C(=O)CSc1nc(-c2ccccc2)cn1N (configuration not stated)	-9%	1.2%	3%	-30%	0.1%	-10%	1%	-0.2%	-5%
O=C(/C=C/c1ccc(F)cc1)NC(=S)N1CCN(c2ccccn2)CC1	2%	0.8%	20%	14%	-0.1%	-5%	-4%	0.2%	-22%
COc1ccccc1CC(=O)O/N=C(\N)c1ccccn1	9%	6.2%	11%	8%	-0.9%	3%	-9%	0.2%	-1%
COc1ccc(NC(=O)c2cn(C)c(=O)c3cc(OC)c(OC)cc23)c(OC)c1	-3%	17%	1%	0%	-1.9%	-4%	-4%	-0.2%	23%
O=C(CCCn1c(=O)c2cccn2c2cccnc21)NCc1cccc(Br)c1	4%	6.2%	9%	-28%	21%	0%	-2%	-0.1%	-2%
COc1ccc(/C(O)=C2\C(=O)C(=O)N(CCCN(C)C)C2c2ccccc2F)cc1Cl (configuration not stated)	-1%	2.1%	-5%	7%	-0.8%	0%	-10%	-0.2%	4%
O=C(CN1C(=O)c2ccccc2C1=O)c1ccc(F)cc1	-2%	5.8%	11%	2%	-0.4%	0%	-6%	-0.1%	9%
COc1ccc(C2(c3ccc(OC(C)=O)cc3OC(C)=O)CC(c3ccccc3)NC(=S)N2)cc1 (configuration not stated)	5%	-3.5%	5%	-1%	-3.9%	9%	-32%	0.9%	-20%
Cc1cc(-c2nnco2)c(C)n1-c1ccccc1	-6%	-0.4%	12%	-63%	0.2%	-20%	0%	-0.2%	9%
CCn1c(=O)n(CC)c2cc(S(N)(=O)=O)c(C)cc21	0%	-1.6%	6%	8%	-1.5%	-6%	-17%	-0.1%	2%
Cc1ccc(C(=O)Nc2ccc(Cl)cc2C(F)(F)F)c(Cl)c1	-2%	-2.4%	10%	28%	3.5%	7%	-38%	-0.1%	9%
CC(C)(C)C(=O)OCc1nc(-c2ccc(Cl)cc2)cs1	4%	-3.2%	-7%	25%	-0.2%	3%	-4%	0.0%	-8%
CCCCOP(=O)(c1ccc(N(C)C)cc1)C(Nc1ccccc1)c1ccccc1 (configuration not stated)	-3%	2.2%	-9%	10%	-2.4%	31%	-2%	0.5%	13%
CCOC(=O)N1CCN(C(=O)c2cccn3c(=O)c4c5c(sc4nc23)CCCC5)CC1	15%	-4.3%	-12%	-22%	-0.5%	8%	-24%	-0.2%	5%
O=C(c1ccco1)N(Cc1cccc(Br)c1)C1CCS(=O)(=O)C1 (configuration not stated)	5%	2.1%	-20%	-7%	-0.1%	-3%	-33%	-0.1%	6%
COc1ccc(C2CC(=O)N(C)c3ccccc3S2)cc1OC (configuration not stated)	3%	-3.7%	8%	23%	1.1%	8%	-52%	0.2%	4%
Cc1[nH]n(S(=O)(=O)Cc2ccccc2)c(=O)c1N=Nc1ccccc1Cl	2%	-0.7%	6%	-4%	-1.0%	-16%	12%	0.0%	9%
O=C(Nc1cccc(C(=O)O)c1)/C(=C\c1ccc(F)cc1)NC(=O)c1ccco1	4%	0.8%	8%	22%	0.7%	7%	-43%	-0.1%	-4%
COC(=O)C1=C(N)N(c2ccccc2C(F)(F)F)C2=C(C(=O)CCC2)C1c1ccc2c(c1)OCO2 (configuration not stated)	4%	2.8%	-3%	14%	1.4%	17%	15%	0.0%	8%
CCNc1nc(NCC)nc(C(=O)OCCO)n1	-5%	2.6%	-25%	-25%	-3.5%	0%	3%	-0.2%	-1%
COc1ccc(N=C2SC(CC(=O)Nc3ccccc3)C(=O)N2CC2CCCO2)cc1 (configuration not stated)	2%	3.1%	-17%	-19%	4.7%	7%	-15%	0.5%	-4%
CCN(CC)C(=O)CSc1nnc(-c2ccco2)o1	0%	7.9%	-1%	-27%	-1.0%	-1%	-44%	-0.2%	0%
Nc1cc(N)nc(CS)n1	-5%	3.0%	-6%	13%	-1.9%	-8%	-12%	0.4%	1%
Cc1cn(-c2cc(C(=O)Nc3ccc(C)c(NC(=O)C(=O)c4c[nH]c5ccccc45)c3)cc(C(F)(F)F)c2)cn1	8%	1.9%	-1%	1%	2.3%	-1%	4%	-0.1%	31%
CCCSc1nnc(-c2ccccc2NC(=O)CC)c(=O)[nH]1	1%	-1.7%	-15%	11%	0.3%	3%	-14%	-0.1%	-3%
O=C(CSc1nnc(Nc2ccccc2)s1)Nc1cccnc1Cl	2%	-3.2%	5%	4%	-0.9%	7%	-16%	-0.4%	-8%
CCCCn1c(N)c(N(CC)C(=O)CSCc2c(C)noc2C)c(=O)[nH]c1=O	10%	0.9%	-18%	-1%	-0.9%	9%	-26%	0.2%	9%
CCCC(=O)Nc1cccc(-c2cn3ccsc3n2)c1	-4%	2.0%	6%	-17%	11%	-3%	-71%	0.0%	-6%
COc1ccc(CNC(=O)c2cc(-c3ccco3)on2)cc1	-4%	2.4%	-3%	-6%	5.4%	-14%	-5%	0.5%	7%
Cc1onc(-c2ccccc2)c1C(=O)Nc1cccc(OC(C)C)c1	-2%	1.5%	-13%	6%	4.5%	15%	4%	-0.1%	6%
COc1cc(/C=N/n2c(C3CCCCC3)n[nH]c2=S)ccc1O	-2%	8.8%	-1%	-20%	1.1%	2%	-2%	0.5%	-15%
C=CCn1cccc(C(=O)Nc2cc(OC)c(OC)c(OC)c2)c1=O	6%	-1.2%	7%	1%	0.4%	10%	-21%	0.1%	5%
Cc1cccc(NC(=S)N(Cc2cccs2)Cc2cc3cc(C)cc(C)c3[nH]c2=O)c1	-2%	4.2%	-13%	11%	3.5%	-9%	-14%	-0.2%	4%
O=C(Nc1ccccc1)c1ccc(Br)c(S(=O)(=O)Nc2cccnc2)c1	2%	-0.7%	2%	-4%	1.2%	9%	-22%	0.3%	24%
COC(=O)c1ccc(COC(=O)CCc2nc(-c3ccccc3)c(-c3ccccc3)o2)cc1	2%	-0.8%	6%	21%	0.8%	-3%	7%	-0.1%	6%
Cc1cccc(Nc2nc3ccccc3s2)c1C	5%	-2.7%	1%	11%	1.5%	11%	-113%	-0.3%	-2%
O=C(N/N=C/c1ccccn1)c1cc(C2CC2)[nH]n1	-2%	0.2%	-2%	-24%	-0.3%	-13%	-51%	0.2%	3%
CC(C)Oc1ccc(C(=O)Nc2ccc(C(F)(F)F)n(C)c2=O)cc1	-1%	-3.6%	-9%	14%	-0.1%	-3%	5%	-0.2%	-7%
Cc1ccc(NC(=O)C2CCN(S(=O)(=O)c3ccc4c(c3)CCCC(=O)N4)CC2)c(Br)c1	-8%	3.8%	-15%	-1%	1.8%	2%	3%	0.1%	11%
Nc1nc(Cl)cc(N2CCC(c3cc(-c4ccc(Cl)cc4)n[nH]3)CC2)n1	4%	-2.1%	2%	-20%	0.1%	-4%	33%	0.2%	-8%
N#CCC(=O)N/N=C\c1ccccc1OC/C=C/c1ccccc1	-4%	.	6%	.	-1.9%	8%	-60%	-0.1%	4%
COc1ccc(C=O)cc1COc1ccc(F)cc1F	-2%	-4.0%	6%	-39%	-2.8%	27%	6%	0.0%	-2%
COc1ccc(Cc2nn3c(-c4cc(OC)c(OC)c(OC)c4)nnc3s2)cc1	8%	1.0%	-18%	-21%	3.5%	-4%	.	-0.2%	23%
COc1ccc(CNC(=S)NCc2ccc(OC)cc2)cc1	5%	-3.8%	-37%	-10%[20 µM]	0.8%	3%	-25%	-0.1%	-2%
Cc1[nH]nc(-c2ccc(O)c(C)c2O)c1Oc1ccccc1	-3%	4.4%	7%	-28%	-0.8%	1.9µM*	8%	0.2%	-2%
c1cnc(N2CCN(c3ccc4ccccc4n3)CC2)nc1	-6%	3.1%	-13%	11%	-0.9%	-1%	.	0.0%	7%
O=C(O)CNC(=O)c1ccc(OC(F)F)cc1	1%	3.8%	18%	7%	-0.2%	9%	-4%	-0.2%	6%
O=C(CCC(=O)c1cccs1)OCC(=O)N1CCN(S(=O)(=O)c2ccccc2)CC1	1%	3.9%	-8%	19%	4.7%	9%	-3%	-0.2%	-7%
CN(/N=C/c1cccnc1)c1cnc2ccccc2n1	4%	1.0%	3%	18%	0.6%	11%	-50%	0.2%	25%
C=CCNC(=O)c1ccc(OC2CCN(S(=O)(=O)N(C)C)CC2)cc1	-6%	.	13%	22%	-0.1%	-5%	-40%	-0.3%	-6%
Cc1nn(-c2ccccn2)c2c1-c1nc(N)ncc1CC2	-8%	12%	-7%	-22%	1.8%	-14%	13%	0.7%	-22%

Part of the list above, showing only HIV fusion peptide:
SMILES | HIV fusion peptide
O=C(O)CNC(=O)c1ccc(OC(F)F)cc1 | -0.2%
O=C(CCC(=O)c1cccs1)OCC(=O)N1CCN(S(=O)(=O)c2ccccc2)CC1 | 4.7%
